# Compound activity from PubChem BioAssay.
# Statin myotox sup = suppression of simvastatin myotoxicity; C2C12 myotubes + simvastatin, ATP luminescence, 48 h; scaled: DMSO 0, geranylgeraniol control 100; rescue of ATP level, % at 7.49 µM; actives 0.78% (n = 330,000);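 active means mean ATP rescue above about 67%, or every replicate alone reaching that limit, limit read from the data, passing the limit was not always enough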;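 further: myotubes were challenged with 10 µM simvastatin during compound exposure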
# PglD inh = PglD (C. jejuni) enzyme inhibition; purified PglD enzyme, DTNB colorimetric CoA detection; inhibition, % at 12.5 µM; actives 0.098% (n = 360,000); AID 602405; in the data active means inhibition above about 16%, passing the limit was not always enough; further: strong numbers were not always called active
# Cneo AK release = Cryptococcus neoformans lysis via adenylate kinase release | C. neoformans lysis, adenylate kinase release luminescence, 4 h; normalised: neutral wells 0, clomiphene wells 100 | lysis activity, % at 15 µM | actives 0.2% (n = 360,000);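 active means mean lysis activity across replicates of at least 80%, whatever share of replicates individually reach that level; inactive means mean lysis activity below 80%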
#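 Material – Cryptococcus neoformans yeast cells · Quantity – 5 × 10^6 yeast cells/mL · Buffer or medium – YPD medium · Compound – single dose · Timing – 4 h static compound exposure, 37 °C, read 1 h post-reagent · Signal – adenylate kinase release luminescence · Read-out basis – lysis from increased AK signal · Benchmarks – Clomiphene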
# ARNT-TACC3 inh = ARNT/TACC3 interaction disruption | Q9Y6A5 | actives 0.66% (n = 390,000) | AlphaScreen His-ARNT PAS-B/GST-TACC3 binding, luminescence; TACC3 fragment carries E629A point mutation | inhibition, % at 9.99 µM | AID 623870;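 active means mean inhibition of replicates at least 50% and at least half of replicates each reaching 50%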;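 further: 0% = complete ARNT plus TACC3 wells and 100% = ARNT alone without TACC3; many hits fall short of the cut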
# LGR2 inh = inhibitors of bursicon-induced Drosophila LGR2 receptor cAMP signaling | HEK293 LGR2, CRE-luciferase, bursicon-stimulated, 4 h | inhibition, % at 9.99 µM | actives 0.35% (n = 380,000) | AID 720647;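 active means drop in luminescence signal, shown as inhibition above about 50% in the replicate tests, limit read from the data, passing the limit was not always enough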;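 further: agonist challenge used bursicon conditioned medium at about half maximal strength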
# INS-1E GSIS act = GLuc luminescence reporter in INS-1E cells, primary screen for activators of glucose-dependent secretion of insulin; INS-1E GLuc reporter insulin secretion, 2-3 h; activation, % at 16.6 µM; actives 0.61% (n = 370,000); AID 743287;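 active means lowest replicate activation of at least 40%, so every replicate reaches that level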;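 further: 0% = median of neutral control wells and 100% = median of IBMX positive control wells; some compounds called inactive have numbers as strong as hits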
# PGC1a acetyl inh = modulators of PGC1a acetylation. actives 0.17% (n = 350,000). inhibition, % at 15.6 µM. U2OS PGC1a acetylation, AlphaScreen anti-acetyl-lysine; with virally co-expressed GCN5 acetyltransferase;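 active means every replicate shows inhibition of at least 40%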;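 further: 0% = neutral control wells and 100% = positive control wells; some results beyond the cut were filed as inactive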
# PAX8 inh HTS = lowers PAX8-driven luciferase in RMG-I cells | RMG-I TPO-luciferase reporter, SteadyGlo, 24 h | actives 1.2% (n = 360,000) | inhibition, % at 12.6 µM;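 active means mean replicate inhibition at least 60% with every replicate also reaching 60%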;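 further: luciferase light reporting Pax8 driven TPO promoter activity; plate controls were median of neutral control wells for no effect and mitoxantrone controls for full effect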
# Active calls of the source: *; · = not tested or not shown.
SMILES,Statin myotox sup,PglD inh,Cneo AK release,ARNT-TACC3 inh,LGR2 inh,INS-1E GSIS act,PGC1a acetyl inh,PAX8 inh HTS
CC1=NNC(=O)C1CC(=O)N/N=C/C=C/c1ccccc1 (stereo not given),8.0,·,·,-3.0,4.4,13.2,5.4,5.7
N#Cc1nc(-c2ccc(OCc3ccccc3)cc2)oc1NCc1ccco1,-31.0,-2.7,-0.2,-2.3,·,·,·,·
CNC[C@@H]1Oc2ccc(NS(=O)(=O)c3ccc(F)cc3)cc2C(=O)N([C@@H](C)CO)C[C@H]1C,-9.3,-0.7,-4.8,-2.5,1.1,18.4,-1.1,-20.1
O=C(Nc1ccc(-c2csc(Nc3ccc(Cl)cc3)n2)cc1)c1cc([N+](=O)[O-])cc(C(F)(F)F)c1,-25.0,0.8,0.0,·,13.5,-4.5,5.2,42.7
CC(=O)N1CCCCN2[C@H](CO)[C@@H](c3ccc(-c4cccc(C)c4)cc3)[C@H]2C1,·,0.9,0.0,-3.9,-14.4,7.4,-1.0,-2.4
CCOC(=O)CN(Cc1ccccc1)S(=O)(=O)c1ccc(NC(C)=O)cc1,-4.6,6.7,-5.0,-9.2,·,·,5.1,·
CC(C)C[C@H](NC(=O)c1cc2cc(Cl)ccc2n1C)C(=O)N1CCC(C(=O)O)CC1,-5.9,1.0,0.2,-2.0,-6.8,-3.1,3.5,-5.5
CCCNC(=O)c1cc(C2CCCCN2C(=O)OCC(C)C)on1 (stereo not given),4.4,-2.1,-2.1,·,2.0,4.1,10.8,8.0
N#Cc1ccc(-c2ccc3c(c2)[C@H]2[C@H](CCN2C(=O)c2ccc4c(c2)OCO4)[C@H](CO)N3)cc1,-10.1,-2.4,-14.4,-10.4,3.9,-24.4,-5.5,19.2
COc1cccc(N2CCN(S(=O)(=O)c3cc4c(cc3Cl)NC(=O)CO4)CC2)c1,-26.1,0.7,1.6,-2.2,·,·,·,25.6
C[C@H]1CN([C@@H](C)CO)S(=O)(=O)c2ccc(-c3ccccc3)cc2O[C@@H]1CN(C)C(=O)CC1CC1,7.4,-0.8,1.8,7.5,-13.2,5.8,1.8,10.8
COc1ccc(N=C2CCS(=O)(=O)c3sccc32)cc1,·,·,·,-26.4,-61.8,0.3,·,-42.9
Cc1occc1C(=O)N1CCN(C(=O)C2CCCO2)CC1 (stereo not given),13.4,-1.1,-6.1,1.8,-3.8,51.7,14.4,·
S=c1[nH]nc(COc2ccccc2)n1/N=C/c1ccc(Cl)cc1Cl,3.1,-5.8,5.0,7.2,-5.2,-2.3,1.8,3.7
O=S(=O)(N[C@H]1CC[C@H](CCn2cc(-c3cccnc3)nn2)O[C@H]1CO)c1ccc(Cl)cc1,2.5,3.8,1.7,-1.4,-5.6,11.7,3.3,-0.7
CC1CCCCC1NC(=O)COc1cccnc1[N+](=O)[O-] (stereo not given),2.3,-3.6,-6.1,-4.0,14.6,-2.7,6.1,9.1
O=C(COC(=O)c1n[nH]c2ccccc12)c1cccc(Br)c1,-0.8,1.4,6.8,2.3,-2.4,-1.6,-2.6,-2.9
CCCCn1nnnc1C(c1cccc2ccccc12)N1CCN(C/C=C/c2ccccc2)CC1 (stereo not given),11.5,-0.4,-22.0,·,23.2,-18.7,-8.5,29.5
C[C@@H]1CN([C@@H](C)CO)C(=O)c2cc(NS(=O)(=O)c3ccc(F)cc3)ccc2O[C@H]1CN(C)C(=O)NC1CCCCC1,9.0,3.1,-1.9,11.2,-12.3,12.6,8.0,-24.5
Cc1ccc(S(=O)(=O)Nc2ccc3c(c2)C(=O)N([C@@H](C)CO)C[C@@H](C)[C@@H](CN(C)CC2CCCCC2)O3)cc1,-23.7,-4.4,-0.2,10.5,-4.6,-19.9,·,17.5
CCOC(=O)c1ccc(NC(=O)COc2ccccc2CNCCO)cc1,·,·,·,-0.7,-0.1,-23.1,-5.0,-11.8
C[C@]12c3[nH]c4ccc(Cl)cc4c3CCN1C(=O)[C@@H](CC(=O)NCCc1ccccn1)C[C@@H]2C(=O)N1CCCCC1,-21.3,3.5,9.4,3.2,-7.3,-20.7,-4.7,13.6
CCn1c(=O)n(CC)c2cc(N)ccc21,·,·,·,8.9,22.5,13.1,·,-9.0
CCC(=O)Nc1cccc(C2=NOC3(C2)C[C@@H](C(N)=O)N(C(=O)COc2ccc(Cl)cc2)C3)c1 (stereo not given in full),1.8,3.6,-3.6,3.3,-16.6,-3.1,-1.6,11.1
Oc1ccc(/C=N/Nc2nc(N3CCCC3)nc(N3CCCC3)n2)cc1O,-10.8,-7.8,4.3,-2.3,-26.8,17.5,-8.1,31.5
Cc1cccc(C)c1OCC(=O)Nc1c(C)nn(C)c1C,3.2,3.5,0.6,·,2.1,11.1,·,-2.6
COc1ccc(C(=O)CSC2=C(C#N)C3(CCCCC3)C(C#N)=C(N)N2)cc1,-25.4,-2.8,1.7,5.5,3.2,-12.4,0.7,·
CCCN(CC(=O)Nc1ccc(F)c(F)c1F)C(=O)c1ccc2c(c1)NC(=O)CS2,3.2,4.8,0.1,1.0,·,·,-2.1,11.6
Nn1c(SCC(=O)NC2CCS(=O)(=O)C2)nnc1-c1cccs1 (stereo not given),-27.7,1.9,2.4,-4.6,-12.1,-2.2,8.7,5.8
CCCNC(=O)COC(=O)/C=C/c1ccco1,·,·,·,-7.5,2.7,2.4,·,87.7*

# Next part (3 carried over from the part before).
SMILES,Statin myotox sup,PglD inh,Cneo AK release,ARNT-TACC3 inh,LGR2 inh,INS-1E GSIS act,PGC1a acetyl inh,PAX8 inh HTS
CCCN(CC(=O)Nc1ccc(F)c(F)c1F)C(=O)c1ccc2c(c1)NC(=O)CS2,3.2,4.8,0.1,1.0,·,·,-2.1,11.6
Nn1c(SCC(=O)NC2CCS(=O)(=O)C2)nnc1-c1cccs1 (stereo not given),-27.7,1.9,2.4,-4.6,-12.1,-2.2,8.7,5.8
CCCNC(=O)COC(=O)/C=C/c1ccco1,·,·,·,-7.5,2.7,2.4,·,87.7*
COc1ccc(C(O)c2nc(-c3ccccc3C)cs2)cc1 (stereo not given),25.5,11.4,1.3,·,-9.9,-10.4,-11.0,-24.9
CS(=O)(=O)N1[C@H](C#N)[C@H](c2ccc(C#CC3CCCC3)cc2)[C@H]1CO,-8.1,0.0,-1.2,13.6,-37.6,-1.4,4.1,-106.5
CCOc1ccc(S(=O)(=O)NCc2ccccn2)cc1,9.3,-2.3,0.0,6.5,-0.5,3.7,-10.1,·
Cc1cc(C)n(Cc2ccc(Cl)cc2Cl)c(=O)c1S(=O)(=O)c1ccccc1,9.8,-0.6,0.9,-7.6,2.2,-24.1,3.4,·
O=C(CCSc1ccccc1)N1CCN(c2ccccc2F)CC1,5.1,6.8,-3.0,-6.2,-85.5,-18.1,12.2,-147.5
O=C(CN1CCN(C/C=C/c2ccccc2)CC1)NCc1ccc(Cl)cc1,-1.6,0.9,-4.8,0.2,3.0,-21.5,9.4,11.3
CCc1ccc(N(C(=O)c2ccco2)C(C(=O)NC2CCCC2)c2ccco2)cc1 (stereo not given),16.6,5.6,-0.9,12.3,·,·,-0.4,·
CC(C)(C)OC(=O)N1CCCC(C(=O)Nc2ccc(C(=O)NCCc3ccccc3)cc2)C1 (stereo not given),-3.5,-2.9,2.8,-4.5,-8.8,-38.3,-4.8,-13.3
CCOc1cc(C2C(C(=O)N3CCCCC3)=C(C)NC3=C2C(=O)CCC3)cc(Br)c1O (stereo not given),13.6,-7.2,-0.2,3.5,·,4.2,5.9,·
COc1ccc(OCC(=O)NNC(=O)c2ccc3c(=O)n4c(nc3c2)CCC4)cc1,-5.5,0.2,1.4,-2.2,23.9,28.6,5.2,7.5
COc1cccc(C(=O)COC(=O)CCC(=O)c2ccccc2)c1,-9.0,-8.5,0.8,-4.0,12.9,-0.6,-2.8,-5.0
Cc1ccc(-c2cn3c(=S)[nH]nc3s2)cc1,·,·,·,-3.4,17.5,10.6,·,14.5
O=C(Nc1ccccc1)C1=C[C@H](c2ccc3c(c2)OCO3)C[C@H](OCCCCO)O1,18.7,2.1,-3.6,-4.6,-37.3,-1.2,·,-71.1
CNC(=O)c1cc2ccccc2o1,-19.5,-1.4,3.7,-1.2,·,·,10.0,·
CCCCNC(=O)C1(C)CCN1C(=O)c1ccc2sccc2c1 (stereo not given),1.9,2.2,1.3,·,-9.6,19.4,-6.5,2.4

# A different layout for some results above:
structure	Statin myotox sup	PglD inh	Cneo AK release	ARNT-TACC3 inh	LGR2 inh	INS-1E GSIS act	PGC1a acetyl inh	PAX8 inh HTS
Cc1cc(C)n(Cc2ccc(Cl)cc2Cl)c(=O)c1S(=O)(=O)c1ccccc1	9.8	-0.6	0.9	-7.6	2.2	-24.1	3.4	·
CCOc1ccc(S(=O)(=O)NCc2ccccn2)cc1	9.3	-2.3	0.0	6.5	-0.5	3.7	-10.1	·

# Later entries:
SMILES,Statin myotox sup,PglD inh,Cneo AK release,ARNT-TACC3 inh,LGR2 inh,INS-1E GSIS act,PGC1a acetyl inh,PAX8 inh HTS
Cc1cc(NC(=O)COn2nnc3ccccc32)no1,-6.7,2.1,3.2,2.2,·,·,3.1,·
CC1CCCCN1C(=O)CN1CCN(S(=O)(=O)c2ccc(Br)cc2Cl)CC1 (stereo not given),-3.3,-1.1,-3.1,·,-28.1,-16.4,·,14.6
O=C(c1ccc(CNS(=O)(=O)c2ccc(Br)cc2)cc1)N1CCCCCC1,21.2,-0.6,1.6,-1.4,-13.9,-41.5,-3.2,11.3
CCC1(C(=O)O)NC(c2cccc(OC)c2O)C2C(=O)N(c3ccccc3)C(=O)C21 (stereo not given),-9.2,-1.7,1.2,-1.6,4.6,1.1,-7.6,16.4
CCNC(=S)N1CCN(CCN=CC2=C(O)CC(C)(C)CC2=O)CC1,3.5,3.3,0.0,0.8,-1.3,-2.3,6.4,13.6
Cc1ccccc1/C=C1\OC(=O)c2ccccc21,-2.9,1.1,-0.8,9.9,·,·,0.3,·
CCOC(=O)c1c(NC(=O)CSc2nc3ccccc3[nH]2)sc2c1CC(C)(C)NC2(C)C,-12.6,-5.4,-0.7,15.8,3.3,-17.0,·,15.4
Cc1ccc(C)c(S(=O)(=O)N/N=C2/CCCc3ccccc32)c1,16.9,6.0,0.2,-3.2,·,·,3.5,·
Cc1ccc(CNC(=O)CCNS(=O)(=O)c2ccc(C)cc2)cc1,21.8,4.5,-0.2,17.0,·,·,-9.9,·
CN(C)C(=O)[C@@H]1[C@@H](CO)[C@@H]2Cn3c(cccc3=O)[C@@H]2N1C(=O)C1CCC1,-6.7,-1.8,-2.3,-1.4,-0.9,12.7,·,-6.2
O=C(CCNC(=O)c1ccc(Br)cc1)Nc1nccs1,·,·,·,-3.1,-2.7,12.9,-4.4,-2.3
COC(=O)/C=C(\C)NC(=O)c1ccccc1Cl,23.1,-1.5,-4.1,-3.7,·,·,1.9,·
CNC[C@H]1Oc2ccc(NC(=O)CCC(F)(F)F)cc2CC(=O)N([C@@H](C)CO)C[C@H]1C,4.3,-1.9,-6.6,18.7,-11.5,12.8,26.0,-1.8
Cc1nc([N+](=O)[O-])cn1CC(=O)c1ccc(Br)cc1,12.0,0.1,-0.3,-4.7,21.9,10.4,2.5,-10.2
COc1ccc(CN(Cc2ccc(C(=O)O)cc2)C(=S)Nc2ccccc2C)cc1OC,1.5,-8.3,-0.7,-4.6,-4.7,10.0,·,12.0
CC(C)N(Cc1ccccc1)C(=O)c1cccs1,-4.5,-0.3,-1.5,-2.8,-1.6,4.1,6.6,-4.0
CC(=O)c1c(C)[nH]c(C)c1C(C)=O,7.9,-2.9,0.4,·,·,·,-11.9,·
CC(C)(C)CC(C)(C)n1nnnc1N,8.9,·,·,-31.1,14.5,14.5,7.4,-8.8
